From PubChem BioAssay
ALOX12 inh: inhibitors of human 12S-lipoxygenase ALOX12; purified 12hLO, xylenol orange hydroperoxide absorbance; Potency, µM (highest dose often 108 µM), for inactives: at the top dose activity change, negative = inhibition, hits mostly inhibitors; hit rate 1.1% among 580,000; AID 1671190; also: potency is read from the fitted curve at half-maximal effect; % is scaled to controls: 0 for no effect and ±100 for the full control effect
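Hydroperoxide product was detected by ferrous iron/xylenol orange as the 573 to 405 nm absorbance ratio. Arachidonic acid at 40 uM (final) was turned over for 30 min at room temperature by 150 nM human 12hLO, pH 7.0 Hepes buffer, after 15 min compound preincubation.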
POLK inh: blocks human DNA polymerase kappa activity. hit rate 0.53% among 400,000. Q9UBT6. AID 588579. Potency, µM (series often up to 107 µM), without a hit: at the top dose activity, negative = inhibition, actives largely listed as inhibitors. purified Pol kappa, fluorescent DNA synthesis assay, 10 min; also: potency is read from the fitted curve at half-maximal effect; % is scaled to controls: 0 for no effect and ±100 for the full control effect
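Enzyme at 10 nM met test compounds for 15 min at room temperature. Substrate addition (50 nM final) began the reaction, which was monitored by fluorescence at 0 and 10 min.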
RGS4 inh: blocks human RGS4-accelerated GTP hydrolysis. hit rate 0.039% among 390,000. Potency, µM (doses to about 114 µM), without a hit: at the top dose activity change, negative = inhibition, actives largely listed as inhibitors. Transcreener GDP fluorescence polarization, RGS4-accelerated GTP hydrolysis; also: potency is read from the fitted curve at half-maximal effect; % is scaled to controls: 0 for no effect and ±100 for the full control effect; nearly all actives have a fitted effect of over 75% in size; some results filed as inactive show a strong effect at the top dose
Target sequence (P49798 whole entry, looked up): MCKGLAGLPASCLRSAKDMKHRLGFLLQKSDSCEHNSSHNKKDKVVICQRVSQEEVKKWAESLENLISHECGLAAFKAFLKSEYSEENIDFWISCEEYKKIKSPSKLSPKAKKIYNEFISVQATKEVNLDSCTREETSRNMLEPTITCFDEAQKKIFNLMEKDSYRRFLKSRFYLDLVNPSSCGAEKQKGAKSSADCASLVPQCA
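MLSMR compounds (23 nl, pin-transferred) preincubated 10 min at room temperature with a 500nM (2x) first reagent, then RGS4 at 900nM (2x) plus Transcreener GDP mix added; fluorescence polarization (620/688 nm) read before and after 90 min at 30 °C.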
POLB inh: DNA polymerase beta (human) inhibition. P06746. Pol beta primer extension/strand displacement, fluorescence kinetic. Potency, µM (series often up to 114 µM), inactives show at the top dose activity change, negative = inhibition, usual class: inhibitors. hit rate 1.3% among 340,000; also: potency is read from the fitted curve at half-maximal effect; % is scaled to controls: 0 for no effect and ±100 for the full control effect
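Pol beta (10 nM) was preincubated with compound for 15 min at room temperature. The reaction was then started with 50 nM substrate and read immediately and after a further 10 min at room temperature.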
LDHA block: LDHA (human) enzyme inhibition; AID 1347041; purified LDHA, NADH/diaphorase-resazurin fluorescence; active compounds read low; hit rate 0.15% among 480,000; activity change, % (values are at about 110 or 230 µM); P00338; in the data active = activity change below about -30%; inconclusive = mostly about -25% to -30%;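 also: plate controls were DMSO wells for no effect and wells without enzyme for full effect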
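LDH5 2 nM; NADH 0.06 mM, pyruvate 0.2 mM; 200 mM Tris pH 7.4, EDTA, Tween-20; 5 min RT. Detection: diaphorase 0.133 mg/mL + resazurin 37 µM, fluorescence ex540/em590 at 0 and 20 min; normalized to enzyme-free and DMSO wells.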
APEX1 inh: inhibitors of human APE1 endonuclease. P27695. hit rate 0.35% among 350,000. recombinant APE1, TAMRA/BHQ-2 abasic DNA cleavage fluorescence. Potency, µM (series often up to 65.8 µM), for inactives: top-dose activity change, negative = inhibition, actives largely listed as inhibitors;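 also: potency is read from the fitted curve at half-maximal effect; plate controls were vehicle for no effect and reference inhibitor for full effect; nearly all actives have a fitted effect of over 55% in size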
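APE1 at 0.75 nM preincubated 15 min at room temperature with compound. Reaction then started with 50 nM double-stranded THF-abasic substrate labelled with TAMRA/BHQ-2, and 525/598 nm fluorescence read kinetically. Activity taken as third-minus-first read difference, normalized to DMSO and NSC13755 controls.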
ERG-DNA inh: blocks human ERG Ets domain binding to DNA; hit rate 0.028% among 370,000; fluorescence polarization, His-ERG Ets domain / labelled DNA; AID 624246; Potency, µM (highest dose often 76.9 µM), inactives show at the highest dose FP activity, negative = inhibition, most hits filed as inhibitors; active = well fitted inhibition curve with a large enough effect in the polarisation, with a control signal flat; inconclusive = small, poorly fitted or top-dose-only effect, or effect the other way, or a change in a side signal; inactive = no such curve, though single readings can be large or run the other way; the % refers to the polarisation;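 also: polarization taken with two DNA probes labelled with fluorescein and Texas red; potency is read from the fitted curve at half-maximal effect; % of control where 0% means no effect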
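His-tagged ERG Ets domain (1 uM in the protein solution; 300mM KCl, 50mM Tris-HCl, 1mM EDTA, 1mM DTT, pH 7.5) received compound, then a probe mix of 5 nM fluorescein-DNA and 100nM Texas-615-DNA. Fluorescence polarization was read for both dyes.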
Anesthetic bind: candidate novel general anesthetic via apoferritin binding | apoferritin/1-aminoanthracene competitive binding, fluorescence | Potency, µM (top dose mostly 77.5 µM), for the others: at the top dose activity change, negative = displacement, most hits filed as inhibitors | hit rate 0.074% among 350,000; also: potency is read from the fitted curve at half-maximal effect; % is scaled to controls: 0 for no effect and ±100 for the full control effect; nearly all actives have a fitted effect of over 20% in size
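Apoferritin-based anesthetic binding model; compound displacement of fluorescent 1-AMA measured as endpoint fluorescence after 10 minutes at room temperature, scaled to free-ligand and complex controls.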
Pol eta inh: DNA polymerase eta (human) inhibition. recombinant Pol eta, fluorescent DNA replication assay. Potency, µM (titrated, usually from 114 µM), without a hit: at the top dose activity change, negative = inhibition, actives largely listed as inhibitors. hit rate 1.2% among 390,000. AID 588591; also: potency is read from the fitted curve at half-maximal effect; % is scaled to controls: 0 for no effect and ±100 for the full control effect
Target sequence (Q9Y253 whole entry, looked up): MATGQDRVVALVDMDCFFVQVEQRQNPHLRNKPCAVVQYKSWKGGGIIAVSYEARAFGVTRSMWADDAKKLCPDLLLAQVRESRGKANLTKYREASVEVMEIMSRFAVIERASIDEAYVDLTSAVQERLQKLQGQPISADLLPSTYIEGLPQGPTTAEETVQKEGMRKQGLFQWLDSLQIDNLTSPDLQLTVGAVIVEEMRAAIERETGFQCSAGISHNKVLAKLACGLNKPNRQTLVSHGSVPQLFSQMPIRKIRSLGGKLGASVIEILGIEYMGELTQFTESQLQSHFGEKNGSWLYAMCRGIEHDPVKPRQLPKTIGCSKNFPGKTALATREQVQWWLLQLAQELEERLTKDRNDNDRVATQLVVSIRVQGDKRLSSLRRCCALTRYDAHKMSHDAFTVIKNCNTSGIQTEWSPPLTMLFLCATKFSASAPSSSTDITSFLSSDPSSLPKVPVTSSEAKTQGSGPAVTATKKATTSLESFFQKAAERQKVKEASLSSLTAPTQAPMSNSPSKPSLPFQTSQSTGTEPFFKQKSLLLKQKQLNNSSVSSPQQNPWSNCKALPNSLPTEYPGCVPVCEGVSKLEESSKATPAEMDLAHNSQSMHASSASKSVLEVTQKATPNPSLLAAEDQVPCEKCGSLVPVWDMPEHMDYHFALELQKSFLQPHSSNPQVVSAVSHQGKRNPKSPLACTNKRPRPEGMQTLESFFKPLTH
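Pol eta at 10 nM preincubated with compounds 15 min at room temperature; reaction started with fluorescent substrate (50 nM final) and read kinetically at 0 and 10 min.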
* hit, by the source's call; ? = inconclusive; · = no result given; & = joins results of further samples; ! = not confirmed by another sample; [ ] = remark or other dose. Unless noted, calls follow the shape of the dose curve; as a rule, active = well fitted curve in the direction sought with a large enough effect; inconclusive = small, poorly fitted or top-dose-only effect, or another doubt; inactive = no such curve, though single readings can be large; an effect the other way counts as inactive or inconclusive.

cpd	Compound	ALOX12 inh	POLK inh	RGS4 inh	POLB inh	LDHA block	APEX1 inh	ERG-DNA inh	Anesthetic bind	Pol eta inh
1	CC1N(C)c2cc(NC(=O)c3cccs3)c(P(=O)(Nc3ccc([N+](=O)[O-])cc3)N3CCOCC3)cc2C1(C)C (centres undefined)	?	-14%	19%	2%	-6	-11%	-5%	-20%	4%
2	CC(C)CC(=O)Nc1ccc(S(=O)(=O)N2CCCC2)cc1	-11%	-5%	-10%	26%	-7	14%	-6%	-19%	-4%
3	CCCOc1ccccc1Cn1c(=O)oc2ccc(C)cc21	0%	-10%	-4%	-1%	-1	-7%	-9%	-2%	-21%
4	CCN(c1ccccc1)S(=O)(=O)c1ccc(OC)c(NC(=O)Cn2cnc3c2c(=O)n(C)c(=O)n3C)c1	-6%	9%	-20%	-1%	-1	2%	1%	?	-17%
5	CCNc1nc(NCC)n2c(SCC(=O)O)nnc2n1	0%	-10%	-4%	34%	-7	0%	-1%	6%	-1%
6	COc1ccccc1-c1oc2ccccc2c1C#CC1(O)CCCCC1	-28%	-7%	6%	·	4	-16%	6%	·	-11%
7	Cc1ccc(-c2cc(C(F)F)n3ncc(C(=O)NN4CCCCC4)c3n2)cc1	-3%	-4%	-2%	5%	-1	6%	0%	-10%	-11%
8	CNc1ccccc(-c2ccc3cc4c(cc3n2)OCO4)c1=O	?	-41%	-19%	?	8	?	0%	-10%	0%
9	CC(C)(C)n1nc2c(c1NC(=O)c1cc([N+](=O)[O-])ccc1Cl)CS(=O)(=O)C2	-8%	12%	0%	-11%	-2	42%	-12%	-6%	-10%
10	COc1ccc(CN([C@H](C)CO)S(=O)(=O)N(Cc2ccccc2)[C@H](CO)C(C)C)cc1	-13%	-12%&2%	9%	·	5	10%	-3%	·	?
11	O=C(COC(=O)Cc1ccc(F)cc1)NCCc1ccccc1	0%	-10%	19%	·	-4	-8%	-3%	·	1%
12	CCCCc1nnc(NC(=O)Cc2ccc(OC)c(S(=O)(=O)N3CCOCC3)c2)s1	-12%	-2%	9%	·	-1	-11%	-11%	·	-7%
13	O=C(O)C1CSC2(c3ccc(Br)cc3)CCC(=O)N12 (centres undefined)	19%	-5%	-33%	1%	-7	-2%	-3%	-4%	-7%
14	CN(CCc1ccccc1)C1CCCN(S(=O)(=O)N(C)C)C1 (centres undefined)	?	-4%	12%	-30%	-7	-16%	1%	-2%	?
15	O=C(C(=O)N1CCN(c2cccc(Cl)c2)CC1)N1CCCCC1	-4%	-4%	-15%	25%	-6	5%	7%	-7%	-12%
16	Cc1ccc(C)c(N2CCN(CCCNC(=O)c3ccc4nc(N5CCC(C)CC5)sc4c3)CC2)c1	?	5%	-19%	5%	-4	·	1%	-9%	-18%
17	O=C(O)CCn1c(SCc2ccccc2)nc2ccccc21	-23%	-8%	-8%	3%	-13	2%	·	0%	3%
18	O=c1[nH]c2cc(Cl)cc(Cl)c2[nH]c1=O	0%	0%	-35%	12%	9	?	10%	-14%	-11%
19	O=C(NCCN1CCOCC1)/C(=C/c1ccccc1)NC(=O)c1ccccc1	1%	-8%	-35%	-9%	-3	74%[activator]	-2%	6%	-23%
20	Cc1ccc(-n2c(SCC(=O)NCC3CCCO3)nc3ccccc3c2=O)cc1 (centres undefined)	10%	5%	-31%	·	-3	18%	-9%	·	-20%
21	O=C(NCc1ccc(F)cc1)c1cc(-c2ccncc2)nc2ccccc12	-11%&-67%	0%	5%	23%	-6&5	9%	-5%	-11%	4%
22	COc1ccc(N2CC(C(=O)Nc3ccccc3-c3nc(-c4ccc(C)cc4)no3)CC2=O)cc1 (centres undefined)	-15%	-11%	14%	-18%	-8	·	-5%	-10%	-14%
23	O=C(NCc1ccco1)C1CC(O)CN1C(=O)Nc1ccccc1 (centres undefined)	-1%	-12%	3%	10%	-4	23%	-1%	2%	-14%
24	CCOc1cccc(-c2c(C(=O)N/N=C/c3ccc(C)o3)nnn2-c2nonc2N)c1	-1%	2%	3%[11.4 µM]	1%	-1	6%	-2%	-20%	-17%
25	CCCCCn1c(=O)[nH]c2cc(C(=O)O)ccc2c1=O	42%[activator]	-5%	19%	1%	-3	2%	5%	9%	5%
26	CC(=O)N1CC(=O)N(OCc2ccccc2)C1c1ccc(Cl)cc1Cl (centres undefined)	5%[57.4 µM]	-4%	26%	?	-3	-2%	2%	-7%	-9%
27	O=C(NCCc1ccccc1)c1ccc(NC(=O)C2CCCC2)cc1	13%	-3%	7%	·	-6	·	11%	·	5%
28	COc1cccc(-c2nc(CS(=O)CC(=O)NCc3ccc(F)cc3)c(C)o2)c1 (centres undefined)	0%&-28%	-3%	36%	1%	-7&30	37%	0%	?	-4%
29	Cc1cc(Cl)ccc1OC(C)C(=O)OCC(=O)Nc1ccc2[nH]c(=O)[nH]c2c1 (centres undefined)	-11%	-9%	-5%	·	2	32%	1%	·	-27%
30	CC1CCN(C(=O)COC(=O)c2ccc(Cl)nc2)CC1	-3%	-3%	0%	·	-6	21%	-3%	·	-12%

Record cards, from the list above. Screens in order: ALOX12 inh, POLK inh, RGS4 inh, POLB inh, LDHA block, APEX1 inh, ERG-DNA inh, Anesthetic bind, Pol eta inh
CC(C)(C)n1nc2c(c1NC(=O)c1cc([N+](=O)[O-])ccc1Cl)CS(=O)(=O)C2 is listed with -8%, 12%, 0%, -11%, -2, 42%, -12%, -6%, -10%
O=C(NCc1ccc(F)cc1)c1cc(-c2ccncc2)nc2ccccc12 is listed with -11%&-67%, 0%, 5%, 23%, -6&5, 9%, -5%, -11%, 4%
O=C(NCCN1CCOCC1)/C(=C/c1ccccc1)NC(=O)c1ccccc1 is listed with 1%, -8%, -35%, -9%, -3, 74%[activator], -2%, 6%, -23%

(list continues)
No. | mol | ALOX12 inh | POLK inh | RGS4 inh | POLB inh | LDHA block | APEX1 inh | ERG-DNA inh | Anesthetic bind | Pol eta inh
31 | CC(C)COP(=O)(c1ccc(N(C)C)cc1)C(Nc1ccccc1)c1cccnc1 (centres undefined) | -18% | -8% | -18% | -14% | 9 | 3% | -5% | -8% | -18%
32 | CCc1nc(Nc2ccc(O)cc2)c2oc3ccccc3c2n1 | ? | -8% | -28% | 1% | -6 | -10% | 17% | -7% | -13%
33 | CN1CCN/C1=C(/C(Cl)=C(Cl)Cl)[N+](=O)[O-] | -13% | 2% | 3% | 26% | 0 | 0% | -1% | -2% | -12%
34 | CC(C)C1C(c2ccccc2)N(C)C(c2ccccc2)CC1(O)c1ccccc1 (centres undefined) | -13% | -4% | -23% | 0% | 7 | -2% | 0% | -12% | -28%
35 | COc1ccc(NC(=O)CCc2c(C)nn(-c3ccc(N4CCCC4)nn3)c2C)cc1Cl | -2% | 12% | -11% | 2% | 5 | · | -8% | -7% | -22%
36 | CSc1nc(N)c2ncn([C@@H]3O[C@H](COP(=O)(O)OP(=O)(O)OP(=O)(O)O)[C@@H](O)[C@H]3O)c2n1 | ? | 1%[60.1 µM] | 12µM*! | · | · | -4% | · | -1% | ·
37 | CC1(c2ccccc2)NC(=O)N(CC(=O)Nc2ccc(S(N)(=O)=O)cc2)C1=O (centres undefined) | 4% | -10% | 20% | 57% | -10 | -16% | 0% | -2% | 2%
38 | COc1ccc(/C=C(/NC(C)=O)C(=O)O)cc1 | 409%[activator] | -7% | -19% | 0% | -5 | -1% | -10% | -7% | -15%

4 of these compounds, reformatted.
34	CC(C)C1C(c2ccccc2)N(C)C(c2ccccc2)CC1(O)c1ccccc1 (centres undefined)
- ALOX12 inh: -13%
- POLK inh: -4%
- RGS4 inh: -23%
- POLB inh: 0%
- LDHA block: 7
- APEX1 inh: -2%
- ERG-DNA inh: 0%
- Anesthetic bind: -12%
- Pol eta inh: -28%

35	COc1ccc(NC(=O)CCc2c(C)nn(-c3ccc(N4CCCC4)nn3)c2C)cc1Cl
- ALOX12 inh: -2%
- POLK inh: 12%
- RGS4 inh: -11%
- POLB inh: 2%
- LDHA block: 5
- APEX1 inh: ·
- ERG-DNA inh: -8%
- Anesthetic bind: -7%
- Pol eta inh: -22%

36	CSc1nc(N)c2ncn([C@@H]3O[C@H](COP(=O)(O)OP(=O)(O)OP(=O)(O)O)[C@@H](O)[C@H]3O)c2n1
- ALOX12 inh: ?
- POLK inh: 1%[60.1 µM]
- RGS4 inh: 12µM*!
- POLB inh: ·
- LDHA block: ·
- APEX1 inh: -4%
- ERG-DNA inh: ·
- Anesthetic bind: -1%
- Pol eta inh: ·

37	CC1(c2ccccc2)NC(=O)N(CC(=O)Nc2ccc(S(N)(=O)=O)cc2)C1=O (centres undefined)
- ALOX12 inh: 4%
- POLK inh: -10%
- RGS4 inh: 20%
- POLB inh: 57%
- LDHA block: -10
- APEX1 inh: -16%
- ERG-DNA inh: 0%
- Anesthetic bind: -2%
- Pol eta inh: 2%

Only part of the results is shown (hit frequency here may not be typical).
